Mac1 fbg inh: inhibitors of CD11b/CD18 adhesion to fibrinogen, primary screen, K562 cells, luminescence; 93,000 compounds, 0.54% hits; ATPlite luminescence; Mn2+ added to activate the integrin; inhibition, % at 10 µM; Integrin beta-2 (Homo sapiens) + Integrin alpha-M (Homo sapiens), P05107+P11215;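 active = primary inhibition of 50% or more at 10 µM, then 40% or more on retest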; also: some results filed as inactive read as strong as hits
Target sequence (P05107 whole entry, looked up, other chains not shown): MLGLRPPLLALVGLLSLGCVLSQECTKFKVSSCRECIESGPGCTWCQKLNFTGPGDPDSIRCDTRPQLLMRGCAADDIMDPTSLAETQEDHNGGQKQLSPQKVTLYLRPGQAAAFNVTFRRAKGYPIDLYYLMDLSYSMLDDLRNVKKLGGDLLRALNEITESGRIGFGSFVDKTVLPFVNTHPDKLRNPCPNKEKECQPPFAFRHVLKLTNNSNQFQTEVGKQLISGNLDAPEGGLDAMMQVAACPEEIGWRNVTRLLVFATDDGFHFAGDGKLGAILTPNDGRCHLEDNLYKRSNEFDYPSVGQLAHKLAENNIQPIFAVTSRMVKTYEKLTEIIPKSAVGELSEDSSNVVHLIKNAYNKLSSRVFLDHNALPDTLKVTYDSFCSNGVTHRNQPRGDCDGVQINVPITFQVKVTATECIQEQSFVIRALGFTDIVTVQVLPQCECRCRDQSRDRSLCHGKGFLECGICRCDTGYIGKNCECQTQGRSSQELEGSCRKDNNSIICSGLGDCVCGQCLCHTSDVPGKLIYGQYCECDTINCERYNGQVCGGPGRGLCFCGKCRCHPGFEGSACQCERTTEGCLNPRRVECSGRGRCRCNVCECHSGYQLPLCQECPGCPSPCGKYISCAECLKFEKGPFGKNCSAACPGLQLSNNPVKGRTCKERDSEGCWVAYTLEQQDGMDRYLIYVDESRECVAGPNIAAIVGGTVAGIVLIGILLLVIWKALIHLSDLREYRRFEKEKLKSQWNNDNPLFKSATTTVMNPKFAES
CD11b adhes enh: enhancers of CD11b/CD18 adhesion to fibrinogen, primary screen, K562 cells, luminescence; Integrin beta-2 (Homo sapiens) + Integrin alpha-M (Homo sapiens), P05107+P11215; ATPlite luminescence; activation, % at 10 µM; 93,000 compounds, 0.07% hits;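 active = 10 µM primary screen giving 50% or more activity, confirmed by 40% or more on retest at that dose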; also: strong numbers were not always called active; reference of the scale not given here
Active calls of the source: *. An excerpt; the hit share may differ from the screen's.

SMILES | Mac1 fbg inh | CD11b adhes enh
O=C(CSc1cccc(C(F)(F)F)c1)NC(=O)c1ccccc1 | -2 | 3
COC(=O)c1cccc(NC(=S)Nc2cccc(Cl)c2C)c1 | 23 | 2
Cc1nc2nc(SCC(=O)c3cccc([N+](=O)[O-])c3)[nH]c2cc1Br | 11 | -2
COc1cc(/C=N/Nc2cccc(C)c2)ccc1OC(=O)c1ccco1 | 1 | 20
CC(C)CCNC(=S)Nc1ccccc1F | -8 | -3
CCCNC(=O)COC(=O)/C=C/c1ccco1 | -2 | -2
CCOC(=O)CNc1ncc([N+](=O)[O-])cc1C#N | -1 | -2
COc1ccc(NC(=O)CCCN2C(=O)/C(=C\c3ccco3)SC2=S)cc1 | 2 | 9
Cc1cccn2cc(CSc3nnc(Nc4ccc(C(C)C)cc4)s3)nc12 | 15 | 7
Cc1cccc(N2CN(Cc3ccco3)CNC2=S)c1C | 12 | -2
CCCC(=O)NC(NC(=S)Nc1ccc(N=Nc2ccccc2)cc1)C(Cl)(Cl)Cl (stereo not drawn) | 5 | 5
CSCCC(NS(=O)(=O)c1ccc(Cl)cc1)C(=O)OCC(=O)N1CCCc2ccccc21 (stereo not drawn) | -5 | 4
CCCCOc1ccc(/C=C/C(=O)OCC(=O)N2CC(=O)Nc3ccccc32)cc1OCC | 55 | 6
Clc1ccc2nc(-c3ccncc3)cc(-c3ccccc3)c2c1 | 14 | -4
O=C1CC(c2ccc(F)cc2)Sc2nc(C34CC5CC(CC(C5)C3)C4)nn21 (stereo not drawn) | 37 | 2
CCC1=NN(C(=O)c2ccc(C)cc2)C(O)(c2ccc(Br)cc2)C1 (stereo not drawn) | 40 | -6
COc1cc(/C=N/NC(=O)/C(=C/c2ccccc2)CCO)ccc1O | 1 | 1
CCSCCc1nnc(NC(=O)Nc2cccc(C(F)(F)F)c2)s1 | 102 | -6
Cc1ccc(CNC(=O)C(=O)NCC2OCCN2C(=O)c2cccs2)cc1 (stereo not drawn) | -2 | -1
C/C(=N\NC(=S)Nc1ccc(C)c(C)c1)c1ccc(N2CCOCC2)cc1 | 28 | 0
Clc1cccc(Cl)c1CSc1nnc2ccccn12 | -3 | 2
O=[N+]([O-])c1cc(S(=O)(=O)N2CCCCC2)ccc1NCc1cccc(Cl)c1 | -2 | 0
COc1cc(S(=O)(=O)Nc2cccc(C)c2)ccc1NC(=O)c1ccncc1 | 15 | -4
CC(=O)Nc1ccc(NC(C)=C(C#N)C#N)cc1 | 11 | -3
O=C(NCc1nnc(SCC(=O)N2CCCc3ccccc32)n1-c1ccccc1)c1cccc2ccccc12 | 14 | -5
CNC(=O)NC(=O)C(C)OC(=O)c1cc2c(s1)CCCCC2 (stereo not drawn) | 5 | 0
Cc1cc(SCC(=O)N(C)CC(=O)Nc2ccc(F)cc2)nc2ccccc12 | 13 | 0
O=C(N/N=C/c1cccs1)c1cccc(NC(=O)c2ccccc2Cl)c1 | 17 | -1
Cc1ccccc1N=C1N=C(N)c2ccccc21 | -1 | 8
CCOc1ccc(CCNC(=O)CSc2cc(=O)n(C)c3ccc(Cl)cc23)cc1OCC | 12 | 1

Of the compounds above, these contain a cyano group:
SMILES | Mac1 fbg inh | CD11b adhes enh
CCOC(=O)CNc1ncc([N+](=O)[O-])cc1C#N | -1 | -2
CC(=O)Nc1ccc(NC(C)=C(C#N)C#N)cc1 | 11 | -3

Carrying on:
SMILES | Mac1 fbg inh | CD11b adhes enh
CC(/C=C1\SC(=S)N(NC(=O)c2ccccc2C)C1=O)=C\c1ccccc1 | -20 | 9
Cc1ccc(SCCC(=O)Nc2ccccc2C(=O)NC(C)C)cc1 | -8 | -2
CC(=O)N/C(=C\c1ccccc1)C(=O)OCC(=O)NC1CCCC1 | 4 | -1
COc1ccc(/C=C/C(=O)Nc2ccc(-n3nncc3-c3ccccc3)cc2)cc1OC | -4 | 67
O=C(CSc1ccc(Cl)cc1)Nc1ccccc1Oc1ccccc1 | 4 | 8
Cc1ccc(C(=O)CC(=O)COc2ccc(Cl)cc2C)cc1 | 6 | 2
CC(C)Nc1nc(Cl)nc(NCCOc2ccccc2)n1 | -11 | 1
COc1ccc(NC(=O)COC(=O)CCCOc2ccc(Cl)cc2Cl)cc1 | 11 | -1
CN(C)[C@@H]1CCC[C@@H]1OC(=O)C(c1ccccc1)c1ccccc1 | 3 | 2
Cc1cc2c(C)nc(N/N=C/c3ccc(F)cc3)nc2o1 | -12 | 2
COc1ccc(NC(=O)CO/N=C2\CCCc3nonc32)cc1 | -12 | -1
Cc1ccc(-n2c(=O)c3sccc3n(Cc3cc(=O)n4ccccc4n3)c2=O)cc1 | 3 | 0
Cc1ccc(-c2n[nH]c(=S)n2/N=C\c2ccco2)cc1 | -11 | 14
Cc1c(Cl)cccc1NC(=O)COC(=O)CCc1nc2ccccc2n1-c1ccccc1 | 1 | 4
CCC12C(=O)C(CC)(C(c3ccccc3)=C1c1ccccc1)[C@@H]1C(=O)N(c3ccccc3)C(=O)C12 (stereo partly drawn) | -8 | 13
COc1ccc(Nc2nnc(SCc3cn4c(C)cccc4n3)s2)cc1 | 28 | -5
Cc1ccc(C2(CCN)CCOC(C(C)C)C2)cc1 (stereo not drawn) | -8 | 5
O=C(Cn1cc(C(F)(F)F)cc(Cl)c1=O)Nc1cc(S(=O)(=O)N2CCOCC2)ccc1Cl | -5 | -1
COc1ccc([N+](=O)[O-])cc1NCc1ccccc1 | 18 | -1
CC(/C=C/c1ccco1)=N\NC(=O)c1cccc(Cl)c1 | -3 | 0
O=c1[nH]c(N/N=C/c2ccc(O)cc2)nc2ccccc12 | 4 | 5
O=C(NCc1nnc(SCc2ccc(F)cc2)n1-c1ccccc1)C12CC3CC(CC(C3)C1)C2 | 13 | 2
CCn1c(SCC(=O)N2CCc3ccccc3C2)nc2sc(C)c(C)c2c1=O | 24 | 12
O=C(CCc1ccc(Oc2cc([N+](=O)[O-])cc([N+](=O)[O-])c2)cc1)N1CCCCCC1 | 69 | -5
COc1ccc(-n2c(N)c(C#N)c3ccc([N+](=O)[O-])cc3c2=O)cc1 | -2 | -2
CCOC(=O)c1cc(-c2ccccc2)sc1NC(=O)C(C)C | 3 | 11
COc1ccc(C(=O)C2C(c3ccc(-c4ccccc4[N+](=O)[O-])o3)NC(=O)NC2(O)C(F)(F)F)cc1 (stereo not drawn) | 2 | 0
O=C(NNC(=O)c1ccc2c(c1)OCO2)NC12CC3CC(CC(C3)C1)C2 | -2 | 3
O=C(CSc1ccccn1)N/N=C/c1ccccc1[N+](=O)[O-] | 5 | 1
CC(C)CC(=O)NC(=S)Nc1cc(C(F)(F)F)ccc1N1CCOCC1 | -12 | 4
COc1ccc(CC(=O)NCC(=O)N/N=C/c2ccc(C)o2)cc1 | -19 | -4
Cn1cccc1/C=C1\SC(=O)N(c2ccccc2)C1=O | -1 | 4
CCCOc1ccc(C(=O)NCC(c2ccco2)N(C)C)cc1OC (stereo not drawn) | 7 | 8
CC(=O)C1=C(C)NC(SCC(=O)Nc2nc3ccccc3s2)=C(C#N)C1c1ccc(Cl)cc1 (stereo not drawn) | 97 | -11
O=C1N(c2cccc(Cl)c2)C(c2ccc(Cl)cc2)N2CCCN12 (stereo not drawn) | 5 | -3
Cc1cccc(NC(=O)Cn2c(=O)n(Cc3ccccc3)c(=O)c3c(C)c(C)sc32)c1 | -18 | 7
Cc1ccc(S(=O)(=O)N2CCN(C(C(=O)Nc3ccc(F)cc3)c3ccccc3)CC2)cc1 (stereo not drawn) | 1 | -5
COc1ccc(CCNC(=O)c2cc(-c3ccc(Cl)c(Cl)c3)oc2C)cc1 | 57 | -2
CCCCn1c(NS(=O)(=O)c2ccc(C)cc2)c(S(=O)(=O)c2ccccc2)c2nc3ccccc3nc21 | 101 | -7
O=C(Oc1ccc2c3c(c(=O)oc2c1)CCC3)c1ccccc1[N+](=O)[O-] | -2 | 1
Cc1ccc(-n2ncc3c(SCc4ccccc4)ncnc32)cc1 | -24 | 2
O=[N+]([O-])c1ccc(/C=N/n2c(CO)nc3ccccc32)s1 | -15 | 91
Cc1ccc(N/N=C/c2ccc3c(c2)OCCO3)cc1Cl | 15 | -2
O=C(c1sc2cc(F)ccc2c1Cl)N1CCN(c2cccc(Cl)c2)CC1 | 9 | 0
COc1cc2c(cc1NC(=O)C(C)Sc1ccc(NC(C)=O)cc1)oc1ccccc12 (stereo not drawn) | 33 | 13

Brought forward from above: 3 compounds, then new ones.
SMILES | Mac1 fbg inh | CD11b adhes enh
Cc1ccc(N/N=C/c2ccc3c(c2)OCCO3)cc1Cl | 15 | -2
O=C(c1sc2cc(F)ccc2c1Cl)N1CCN(c2cccc(Cl)c2)CC1 | 9 | 0
COc1cc2c(cc1NC(=O)C(C)Sc1ccc(NC(C)=O)cc1)oc1ccccc12 (stereo not drawn) | 33 | 13
CC(=O)Nc1ccc(S(=O)(=O)Nc2nc3ccccc3nc2Nc2ccc3ccccc3c2)cc1 | 6 | 1
Cc1[nH]n(-c2ccccc2)c(=O)c1/C=N\NC(=O)C1COc2ccccc2O1 (stereo not drawn) | 50 | -3
COc1ccc2nc(NC(=O)CCN3C(=S)NC(C)(C)CC3C)sc2c1 (stereo not drawn) | -12 | -4
O=C(Nc1nc(-c2ccc(Cl)cc2)cs1)NC1CCCCC1 | 90 | -7
CC1(C)COC(c2ccc(F)c([N+](=O)[O-])c2)=N1 | 1 | -2
O=[N+]([O-])c1ccc(N2CCN(S(=O)(=O)c3ccc4ccccc4c3)CC2)cc1NCC1CCCO1 (stereo not drawn) | 2 | 25
O=C(CC12CC3CC(CC(C3)C1)C2)NC(=S)N1CCCCC1 | 8 | 0
Cc1cccc(C)c1Nc1nnc(SCc2nc3ccccc3s2)s1 | 16 | 14
CCN(C(=O)CSc1nnc(Nc2ccccc2C)s1)C1CCS(=O)(=O)C1 (stereo not drawn) | -12 | 5
O=C(NCc1nnc(SCc2ccccc2)n1-c1ccccc1)C12CC3CC(CC(C3)C1)C2 | -4 | 1
COc1ccc(C2C(C#N)=C(N)OC3=C2C(=O)CCC3)cc1Cn1cc([N+](=O)[O-])cn1 (stereo not drawn) | -4 | -1
Oc1nc(Nc2ccc(Cl)cc2Cl)sc1/C=C1\C=Nc2ccccc21 | 101 | -7
Cc1[nH]c2ccccc2c1C(=O)COC(=O)c1c(-c2ccccc2Cl)noc1C | 32 | -2
O=C(CSCc1ccc([N+](=O)[O-])cc1)Nc1ccc(S(=O)(=O)N2CCCCCC2)cc1 | 28 | -4
COc1ccc(CCN=C(N)NS(=O)(=O)c2ccc(OC)cc2)cc1 | 3 | -3
CC(=O)NS(=O)(=O)c1ccc(NC(=O)/C=C/c2cn(-c3ccccc3)nc2-c2ccccc2)cc1 | -4 | 6
CCn1cc(C(=O)OCC(=O)c2cc(C)n(-c3cccc(C(F)(F)F)c3)c2C)c(=O)c2ccc(C)nc21 | 82 | 4
COc1ccc(Nc2ccc(S(=O)(=O)N3CCCCC3)cc2[N+](=O)[O-])cc1Cl | 40 | 4
CCOC(=O)c1c(NC(=S)NC(C)=O)sc(C)c1C | -7 | 11
O=C(CSc1ccc2ccccc2c1)NC1CCCc2ccccc21 (stereo not drawn) | 5 | 4

Seven records picked at random from the list so far:
SMILES | Mac1 fbg inh | CD11b adhes enh
O=C(Cn1cc(C(F)(F)F)cc(Cl)c1=O)Nc1cc(S(=O)(=O)N2CCOCC2)ccc1Cl | -5 | -1
CC(C)CC(=O)NC(=S)Nc1cc(C(F)(F)F)ccc1N1CCOCC1 | -12 | 4
COc1cc2c(cc1NC(=O)C(C)Sc1ccc(NC(C)=O)cc1)oc1ccccc12 (stereo not drawn) | 33 | 13
COc1cc(S(=O)(=O)Nc2cccc(C)c2)ccc1NC(=O)c1ccncc1 | 15 | -4
C/C(=N\NC(=S)Nc1ccc(C)c(C)c1)c1ccc(N2CCOCC2)cc1 | 28 | 0
CCCCn1c(NS(=O)(=O)c2ccc(C)cc2)c(S(=O)(=O)c2ccccc2)c2nc3ccccc3nc21 | 101 | -7
O=C(CSc1ccccn1)N/N=C/c1ccccc1[N+](=O)[O-] | 5 | 1

Screens as filed in PubChem.
